TRHR ag: qHTS for Small Molecule Agonists and Allosteric Enhancers of Human TRH Receptor: Primary Screen for Agonists | Thyrotropin-releasing hormone receptor (Homo sapiens), P34981 | TRHR cells, calcium flux fluo-8, FDSS agonist mode | activation, % at 2 µM | hit rate 0.18% among 360,000 | AID 493084, 2011; note: 0% is about no effect
Target sequence (P34981 whole entry, looked up): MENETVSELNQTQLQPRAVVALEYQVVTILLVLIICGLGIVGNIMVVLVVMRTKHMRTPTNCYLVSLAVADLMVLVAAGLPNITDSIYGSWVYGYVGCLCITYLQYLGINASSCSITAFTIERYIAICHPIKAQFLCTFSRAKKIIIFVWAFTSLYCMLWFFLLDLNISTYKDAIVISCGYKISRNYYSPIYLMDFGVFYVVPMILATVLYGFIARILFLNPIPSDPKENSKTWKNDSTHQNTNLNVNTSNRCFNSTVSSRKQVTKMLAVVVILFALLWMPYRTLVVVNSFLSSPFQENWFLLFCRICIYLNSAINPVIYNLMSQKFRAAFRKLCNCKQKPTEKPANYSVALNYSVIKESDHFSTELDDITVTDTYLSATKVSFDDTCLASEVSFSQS
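Steps: seed TRHR cells overnight; add fluo-8 no-wash Ca dye, RT 30 min–1.5 h; record 10 s baseline; pin-transfer compounds; monitor fluorescence 1 cycle/s for the agonist window. Calcium increases flag candidate agonists.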
D1 PAM: Potentiators of Human D1 Dopamine Receptor: qHTS. D(1A) dopamine receptor (Homo sapiens), P21728. HEK293 TREx D1 cells, calcium flux, dopamine EC20 potentiation. potentiation, % at 10 µM. hit rate 0.036% among 360,000. AID 504651, 2011; in the data active = potentiation above about 30%; note: 0% is about no effect
Target sequence (P21728 whole entry, looked up): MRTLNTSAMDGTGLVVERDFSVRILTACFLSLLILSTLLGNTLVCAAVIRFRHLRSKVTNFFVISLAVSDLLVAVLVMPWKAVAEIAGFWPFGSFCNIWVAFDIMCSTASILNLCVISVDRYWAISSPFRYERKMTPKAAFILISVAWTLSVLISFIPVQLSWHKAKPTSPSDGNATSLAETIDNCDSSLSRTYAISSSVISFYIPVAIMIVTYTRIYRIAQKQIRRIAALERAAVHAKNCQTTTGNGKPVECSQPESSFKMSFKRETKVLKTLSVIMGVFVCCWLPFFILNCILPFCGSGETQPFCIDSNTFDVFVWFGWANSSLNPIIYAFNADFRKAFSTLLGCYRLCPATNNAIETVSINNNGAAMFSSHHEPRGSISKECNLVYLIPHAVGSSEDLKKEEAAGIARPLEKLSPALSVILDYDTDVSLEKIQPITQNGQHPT
TRHR enhancer: qHTS for Small Molecule Agonists and Allosteric Enhancers of Human TRH Receptor: Primary Screen for Enhancers; AID 493056, 2011; TRHR cells, fluo-8 calcium fluorescence, EC20 TRH enhancement; enhancement, % at 2 µM; Thyrotropin-releasing hormone receptor (Homo sapiens), P34981; hit rate 0.66% among 360,000; in the data active = enhancement above about 30%; note: 0% is about no effect
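Enhancer read-out: after compound pinning and an initial kinetic agonist-mode read, an EC20 of TRH (10 nM final) was injected and fluo-8 calcium signal (Ex 480/Em 530) followed at 1 s/cycle for 100 cycles in TRHR-expressing cells.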
RXFP1 antag: qHTS Assay for Antagonists of the Relaxin Receptor RXFP1 | HEK293-RXFP1, relaxin-stimulated cAMP HTRF, 30 min; stronger effect = lower value | Relaxin receptor 1 (Homo sapiens), Q9HBX9 | activity change, negative = inhibition, % at 57.5 µM | hit rate 0.59% among 350,000;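 active = activity change of -60% or lower, but not beyond a set lower limit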; note: % is set by controls: 0 for no effect and ±100 for the full control effect
D2 antagonist: HTS Assay for Allosteric Antagonists of the Human D2 Dopamine Receptor: Primary Screen for Antagonists; D(2) dopamine receptor (Homo sapiens), P14416; HEK293 TREx D2 cells, calcium flux, dopamine EC80; inhibition, % at 10 µM; hit rate 2% among 340,000; in the data active = inhibition above about 30%; note: 0% is about no effect
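Cells plated overnight at 30 C with tetracycline; no-wash calcium dye, 30–90 min RT; 10 s baseline; compound pinned; 180 s read; EC80 dopamine added; another 180 s read.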
D2 agonist: HTS Assay for Allosteric Agonists of the Human D2 Dopamine Receptor: Primary Screen for Agonists; hit rate 0.53% among 340,000; D(2) dopamine receptor (Homo sapiens), P14416; AID 485358, 2010; activation, % at 2 µM; HEK293 T-REx D2 cells, calcium flux agonist mode;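 active = activation over 3 SD above normal in the single-dose calcium agonist read, cut at about 30% in these data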; note: 0% is about no effect
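Tetracycline-induced HEK293 Trex cells with D2 receptor force-coupled to calcium signaling, plated overnight at 30 C and loaded with no-wash calcium dye. Calcium flux read kinetically for 180 s after compound addition; responses flag agonists.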
D2 PAM: HTS Assay for Positive Allosteric Modulators of the Human D2 Dopamine Receptor: Primary Screen for Potentiators; D(2) dopamine receptor (Homo sapiens), P14416; hit rate 0.34% among 340,000; HEK293 T-REx D2, calcium flux, EC20 dopamine potentiation; potentiation, % at 10 µM;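 active = potentiation over 3 SD above the plate norm, cut at about 30% in these data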; note: 0% is about no effect
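Potentiation of an EC20 dopamine calcium response measured kinetically over 180 s, after a preceding 180 s compound-only read flagging agonists. Cells: inducible Hek293 Trex D2 line, 4000/well, cultured overnight at 30 C before dye loading.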
D1 agonist: Allosteric Agonists of the Human D1 Dopamine Receptor: qHTS | activation, % at 2 µM | HEK293 T-REx D1 cells, calcium flux, agonist mode | hit rate 1% among 360,000; note: 0% is about no effect
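Inducible HEK293 T-REx D1 cells, force-coupled to calcium signalling, were plated at 4000 cells/well with tetracycline and held overnight at 30 C. After no-wash calcium dye loading, compound-evoked calcium rise over 180 s flagged agonists.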
D1 antagonist: Antagonist of Human D 1 Dopamine Receptor: qHTS | HEK293 TREx D1 cells, calcium flux, dopamine EC80; stronger effect = lower value | hit rate 3.2% among 360,000 | activity change, negative = inhibition, % at 10 µM | D(1A) dopamine receptor (Homo sapiens), P21728; in the data active = activity change below about -30%; note: % is set by controls: 0 for no effect and ±100 for the full control effect
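Antagonism measured as reduced calcium response to an EC80 dopamine addition following 180 s compound pre-read; cells were inducible HEK293 Trex D1 plated overnight at 30 C, read kinetically at 1 cycle/sec.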
The depositor's hits bear a star; . = no result given; & = joins results of further samples. Cut-off read from the data, not from the text of the source, unless noted: active = activation above about 30%; inactive = the rest.

SMILES	TRHR ag	D1 PAM	TRHR enhancer	RXFP1 antag	D2 antagonist	D2 agonist	D2 PAM	D1 agonist	D1 antagonist
O=C(CNC(=O)C12CC3CC(CC(C3)C1)C2)OCC(=O)N1CCCCC1	0.3	-4.8	1.6	-2.1	0.2	1.7	6.8	4.3	6.2
Cc1ccc(Cl)cc1NC(=O)C(=O)N1CCCCC1	3.2	-0.4	9.6	1.8	-4.6	-0.3	0.5	0.9	6.8
CCc1nn(C(C)C(=O)NCc2ccc(Cl)cc2)c(=O)c2cc3occc3n12 (stereo not drawn)	0.2	0.6	-6.1	-7.6	-24.7	0.5	18.3	1.3	-7.0
CCOC(=O)c1c(C)oc2c1c(C(c1cccnc1)N1CCOCC1)c(O)c1ccccc12 (stereo not drawn)	-0.1	6.7	5.7	7.4	-11.2	-0.2	11.1	0.5	-14.1
CCOC(=O)c1cc(S(=O)(=O)NCc2ccc(F)cc2)[nH]n1	-0.6	-1.9	2.6	-12.7	.	-0.7	14.6	3.3	-20.5
Fc1ccc(CNn2cnnc2SCc2ccc(F)cc2)cc1	-0.5	-0.5	-1.5	-8.0	10.3	2.2	-16.6	3.8	-6.5
CCOC(=O)c1ccccc1NC(=O)COC(=O)c1cc([N+](=O)[O-])ccc1N1CCOCC1	0.3	9.8	2.6	4.0	14.4	-0.3	-8.3	5.2	-19.3
Cc1cc(C)cc(Oc2nc3c(C)cccn3c(=O)c2/C=C(\C#N)c2nc3ccccc3[nH]2)c1	0.5	-0.7	-8.6	-2.8	.	.	.	1.2	-10.8
Cn1c2ccccc2c2cnn(CC(=O)Nc3ccccc3F)c(=O)c21	1.1	5.5	5.4	.	.	0.4	-2.5	4.1	27.6
O=C(NCCSc1ccccc1)c1cncc(Br)c1	0.0	-4.7	2.0	-13.5	12.4	0.5	-9.4	1.3	-1.3

The last five records of the part above open the next one.
SMILES	TRHR ag	D1 PAM	TRHR enhancer	RXFP1 antag	D2 antagonist	D2 agonist	D2 PAM	D1 agonist	D1 antagonist
Fc1ccc(CNn2cnnc2SCc2ccc(F)cc2)cc1	-0.5	-0.5	-1.5	-8.0	10.3	2.2	-16.6	3.8	-6.5
CCOC(=O)c1ccccc1NC(=O)COC(=O)c1cc([N+](=O)[O-])ccc1N1CCOCC1	0.3	9.8	2.6	4.0	14.4	-0.3	-8.3	5.2	-19.3
Cc1cc(C)cc(Oc2nc3c(C)cccn3c(=O)c2/C=C(\C#N)c2nc3ccccc3[nH]2)c1	0.5	-0.7	-8.6	-2.8	.	.	.	1.2	-10.8
Cn1c2ccccc2c2cnn(CC(=O)Nc3ccccc3F)c(=O)c21	1.1	5.5	5.4	.	.	0.4	-2.5	4.1	27.6
O=C(NCCSc1ccccc1)c1cncc(Br)c1	0.0	-4.7	2.0	-13.5	12.4	0.5	-9.4	1.3	-1.3
O=C(CN1C(=O)NC2(CCCCC2)C1=O)Oc1ccc2c(C(F)(F)F)cc(=O)oc2c1	19.3	-0.2	1.1	.	.	.	.	51.0*	3.0
COc1cc(C(=O)NCC(=O)N/N=C(/C)c2ccc3c(c2)CCCC3)cc(OC)c1OC	1.1	-0.1	3.3	-16.1	9.7	-0.8	-2.4	-1.9	-24.0
CCC(c1nnnn1Cc1ccco1)N1CCN(c2cc(Cl)ccc2C)CC1 (stereo not drawn)	0.4	1.4	3.3	-3.6	.	.	.	5.0	-4.0
Cc1nnc(SCC(=O)Nc2ccc(Oc3ccccc3)cc2)n1N	0.0	-2.4	25.2	1.2	-8.2	-0.1	9.8	1.7	7.8
CCN(CC)c1ccc(NC(=O)c2ccccc2)cc1S(=O)(=O)Nc1ccccc1OC	-0.2	-3.5	-2.7	10.9	5.2	0.8	-0.6	3.9	7.0
C=CCSc1cc(C)nc2c(-c3ccc(Cl)cc3)c(C)nn12	0.7	3.5	-3.5	12.6	.	.	.	3.2	9.1
Cc1ccc(C(=O)CSc2nc(-c3ccccc3)cc(=O)[nH]2)cc1	-1.3	-1.1	-4.2	-4.2	-4.7	-2.5	5.5	3.4	-3.1
Cn1c(=O)n(CCc2ccccc2)c(=O)c2c1nc1n2CCCN1CCc1ccccc1	-1.2	-0.8	-4.1	-3.3	.	.	.	0.7	-27.7
Cc1cc(S(=O)(=O)NCC(C)C)ccc1OCC(=O)NCc1ccco1	-0.4	-0.8	-0.9	-2.7	-3.5	0.7	-1.8	0.3	.
CCCCNC(=S)Nc1ccccc1Cc1ccccc1	0.7	-1.9	13.3	6.9	.	.	9.1	7.7	12.1
CCc1ccc(NC(=O)CSc2nnnn2C)cc1	-0.5	3.9	-3.0	-11.2	-13.9	-0.2	5.8	8.9	0.4
CC1(C)Cc2nc(N)c(=O)sc2C1	0.6	-3.0	-4.4	-4.5	-3.3	-0.6	4.0	3.4	1.6
COc1ccccc1C(=O)OCC(=O)c1cccc([N+](=O)[O-])c1	0.0	-17.9	-2.9	-3.7	20.0	-0.1	-2.1	-1.2	-18.1
CCC(C)N(C(=O)CN1C(=O)NC2(CCc3ccccc32)C1=O)C1CCS(=O)(=O)C1 (stereo not drawn)	-0.2	.	10.8	-4.6	-15.4	0.4	-14.6	5.1	3.9
CC(=O)N1CCN(c2ccc(NCc3ccc(F)cc3)cc2)CC1	-0.3	-4.0	5.2	-7.8	-9.9	0.3	8.1	3.5	-10.7
Oc1cccc(Nc2cc(-c3ccccc3)ncn2)c1	0.9	-1.6	1.6	0.8	.	1.0	.	-0.4	-0.2
CCCOc1ccc(NC(=O)C2CC(=O)N(C(C)C)C2)cc1 (stereo not drawn)	-0.3	-2.7	-7.0	0.3	15.6	-0.4	-9.7	0.5	2.2
O=C1C(=O)N(CCN2CCOCC2)C(c2cccnc2)/C1=C(/O)c1ccc(Cl)cc1 (stereo not drawn)	0.2	3.4	-2.6	8.0	-9.2	1.0	-0.1	0.8	-12.3
CN1CCN(c2oc(Cc3cccc4ccccc34)nc2C#N)CC1	-0.3	-6.2	1.1	6.5	-19.4	-2.2	1.1	4.1	-20.7
COc1ccc(NC(=O)C2CCCN2S(=O)(=O)c2ccc(Cl)cc2)cc1 (stereo not drawn)	-0.7	-10.0	-9.2	-0.6	16.3	0.3	6.6	0.8	-19.0
CC(C)(C)c1ccc(/C=C/C(=O)Nc2ncccn2)cc1	1.1	-2.1	10.3	-7.0	0.4	1.2	-3.6	1.9	14.3
CCOC(=O)c1c(C)n(C)c2ccc(O)c(CN3CCN(C)CC3)c12	0.8	-0.4	1.4	10.3	-5.4	-1.1	7.0	2.4	0.1
COc1ccc(-c2csc(=Nc3c(C)n(C)n(-c4ccccc4)c3=O)n2C(C)(C)C)cc1	0.1	-2.6	5.4	-5.6	-11.6	1.7	-4.8	1.0	-7.6
O=C(O)c1ccc2c(c1)S(=O)(=O)c1ccccc1C2=O	-0.1	-2.6	1.1	10.1	-24.4	-1.6	2.0	4.0	-4.9
CCOCCc1nnc(NC(=O)C(=O)c2cc(C)n(-c3ccc(Cl)cc3)c2C)s1	0.7	3.1	-1.3	-14.0	.	1.3	-2.3	4.4	2.7
COC(=O)c1cc2oc(C)cc2n1CC(=O)Nc1cc(Cl)ccc1OC	-0.1	2.4	-4.9	7.3	.	-0.4	-3.4	1.3	20.7
COc1ccc(C2NC(=O)C(C#N)=C(S)N2c2ccc(C)cc2)cc1OC (stereo not drawn)	-0.3	19.1	2.2	-0.8	2.2	2.0	-0.8	2.3	-3.9
COc1cc(Cl)c(CN2CCCC(CO)(Cc3cccc(Cl)c3)C2)cc1OC (stereo not drawn)	-0.5	-3.0	-7.5	-10.0	9.2	-2.7	3.7	6.5	-20.5
Cc1ccc(S(=O)(=O)c2cn(Cc3ccccc3)c3cc(N4CCCC4)c(F)cc3c2=O)cc1	0.5	4.7	3.1	-8.4	.	-0.5	3.6	-0.3	-9.2
COc1ccc(Nc2nccc(N(C)C)c2C#N)cc1	0.6	6.3	0.7	-8.7	4.2	0.4	3.7	1.4	4.2
N#C/C(=C\c1ccc(O)c(O)c1)C(=O)N1CCc2ccccc21	3.7	-5.5	3.0	.	-27.2	1.1	-3.4	4.1	6.2
CS(=O)(=O)Nc1cccc(C(=O)CC2(O)C(=O)Nc3ccccc32)c1 (stereo not drawn)	0.5	-1.9	18.3	-1.1	0.1	-0.1	7.2	1.7	-1.9
COC(=O)c1cn(-c2ccc(Cl)cc2)c(=O)c2ccccc12	-0.4	-4.5	-5.9	-12.9	-5.1	-0.3	14.2	4.3	.
S=C(NCc1ccco1)NCC(c1ccco1)N1CCCCC1 (stereo not drawn)	0.1	5.3	1.1	-16.6	-21.5	-0.5	-30.3	2.2	11.9
COc1cc(NC(=O)CN2CCN(CC(=O)Nc3ccccc3OC)CC2)cc(OC)c1	-0.3	0.0	6.7	-0.5	-14.9	0.2	6.6	0.1	17.8
CC(Oc1ccc(Br)cc1)C(=O)Nc1ncn[nH]1 (stereo not drawn)	0.3	-1.9	7.1	0.3	.	-1.5	-3.9	0.1	2.2
Cc1cccc(NC(=O)c2cccc(NC(=O)c3ccccc3)c2)n1	-0.6	1.4	-6.5	-7.1	-3.5	-0.9	-0.3	2.8	13.6
Cn1cc(C(=O)NCc2ccc(F)cc2)c(=O)c2cc(S(=O)(=O)N3CCCCC3)ccc21	-0.3&0.5	-1.2&-3.0	2.1&-5.0	-9.5&-35.2	6.3	0.0&0.3	-3.2&18.2	0.2&1.2	1.2&15.5
COc1ccc(OC)c(CNC(=O)C2CCN(c3ncnc4c3nc3n4CCCCC3)CC2)c1	-0.3	2.8	-2.6	3.9	.	-1.0	2.0	0.0	3.2
Cc1ccccc1C(=O)c1cccn1CC(=O)NCC(C)c1ccccc1 (stereo not drawn)	-0.3	-1.0	-3.4	-26.9	-24.3	-1.0	-2.5	1.8	0.4
Cc1cc(C(=O)CN2C(=O)C(=O)N(Cc3ccccc3)C2=O)c(C)n1-c1ccccc1F	0.2	-1.7	1.9	6.3	-8.7	0.5	-1.8	6.7	-12.8
O=C1CN(c2ccccc2)C(=S)N1C(=O)c1ccccc1	0.8	-4.3	0.0	-4.3	-7.0	0.3	0.7	3.9	4.2
Cc1ccc(-c2cc(-c3ccccc3C)[nH]n2)c(O)c1	-0.7	1.0	5.0	-7.1	26.3	-0.9	-7.1	5.6	-8.8
CCCOc1ccc(-c2cn3ccccc3n2)cc1	-1.0	0.8	-4.0	-2.8	13.9	-0.8	1.7	0.2	-11.3
